p53 reactivation: qHTS assay for re-activators of p53 using a Luc reporter; 320,000 tested, 0.063% active; Potency, µM (top dose mostly 92.2 µM), without a hit: at the top dose activity change, positive = activation, most hits filed as activators; AID 504706, 2011; H1299 p53-A138V BP100-luciferase reporter, luminescence, 24 h; also: potency is read from the fitted curve at half-maximal effect; % of control where 0% means no effect; nearly all actives have a fitted effect of over 45% in size
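p53-null H1299 cells stably carrying temperature-sensitive p53-A138V and a BP100-luciferase reporter were pinned with compounds (4-point, 1:5 series) and held 24 hrs at 37 deg C. Luminescence was read 10 min after detection reagent.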
TRPV1 ag: HTS Assay for Compounds that Act as Agonists of the Vanilloid Receptor 1 | Transient receptor potential cation channel subfamily V member 1 (Homo sapiens), Q8NER1 | TRPV1-expressing cells, Fluo-8 calcium influx, agonist mode | activation, % at 8.33 µM | 320,000 tested, 0.19% active; in the data active = activation above about 80%; inconclusive = between about 30% and that limit; also: 0% is about no effect
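TRPV1-expressing cells were cultured overnight at 35.5C and loaded with Fluo-8 calcium dye for 40 to 90 min at room temperature. After a 10 s baseline, compound was added and calcium influx was read kinetically for 3 min (ex 480/em 520 nm).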
ELG1 DNA repair: qHTS screen for small molecules that inhibit ELG1-dependent DNA repair in human embryonic kidney (HEK293T) cells expressing luciferase-tagged ELG1 | HEK293T ELG1-luciferase reporter, luminescence, 16 h; DNA damage induced by 5-fluorouridine | Potency, µM (series often up to 46.1 µM), for inactives: at the top dose activity change, negative = inhibition, usual class: inhibitors | 330,000 tested, 2.3% active; also: potency is read from the fitted curve at half-maximal effect; % is scaled to controls: 0 for no effect and ±100 for the full control effect; nearly all actives have a fitted effect of over 55% in size
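HEK293T cells expressing luciferase-tagged ELG1 (2,000/well) received 5-Fluorouridine plus compound or DMSO for 16 hr at 37 °C. Luciferase was read by ONE-Glo luminescence after 30 min at room temperature.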
Integrin act MD: qHTS for Activators of Integrin-Mediated Alleviation for Muscular Dystrophy; alpha7betagal myoblasts, beta-gal FDG fluorescence, 48 h; Potency, µM (series often up to 38.3 µM), inactives show at the top dose activation, hits mostly activators; 350,000 tested, 0.064% active; AID 624291, 2012;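 also: potency is read from the fitted curve at half-maximal effect; 100% = response of the positive control SU9516; nearly all actives have a fitted effect of over 60% in size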
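alpha7betagal+/- myoblasts (passage 13, 250/well) treated 48 h at 37C with compounds at 1:260 dilution of DMSO stock. Lysed, then beta-galactosidase activity read as FDG fluorescence (ex 480/em 540) after 30 min, with pre-read for autofluorescence.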
BRCA1 expr act: qHTS Assay to Identify Small Molecule Activators of BRCA1 Expression; MCF7-BRCA1-FFLuc reporter, luminescence, 48 h; response scale: scaled: vehicle 0%, 10 µM genistein 100%; Potency, µM (highest dose often 46.1 µM), without a hit: at the top dose activation, hits mostly activators; 380,000 tested, 1.1% active; also: potency is read from the fitted curve at half-maximal effect; nearly all actives have a fitted effect of over 80% in size; some results filed as inactive show a strong effect at the top dose
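Activators of BRCA1 expression were detected as increased firefly luciferase luminescence in engineered MCF7 cells after 48 h compound incubation. Signals were scaled to genistein 10 microM as full activation.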
PTAP TSG101 blk: qHTS Assay for Iinhibitors of HIV-1 Budding by Blocking the Interaction of PTAP/TSG101; Tumor susceptibility gene 101 protein (Homo sapiens), Q99816; Fluorescence polarization, FITC-PTAP peptide / Tsg101 binding; Potency, µM (doses to about 115 µM), for the others: top-dose activity change, negative = inhibition, usual class: inhibitors; 340,000 tested, under 10 active; AID 493005, 2010; active = well fitted inhibition curve with a large enough effect in the main read-out, with a control signal flat, not every such curve was filed as active; inconclusive = small, poorly fitted or top-dose-only effect, or effect the other way, or a change in a side signal; inactive = no such curve, though single readings can be large or run the other way; also: potency is read from the fitted curve at half-maximal effect; % of control where 0% means no effect
Target sequence (Q99816 whole entry, looked up): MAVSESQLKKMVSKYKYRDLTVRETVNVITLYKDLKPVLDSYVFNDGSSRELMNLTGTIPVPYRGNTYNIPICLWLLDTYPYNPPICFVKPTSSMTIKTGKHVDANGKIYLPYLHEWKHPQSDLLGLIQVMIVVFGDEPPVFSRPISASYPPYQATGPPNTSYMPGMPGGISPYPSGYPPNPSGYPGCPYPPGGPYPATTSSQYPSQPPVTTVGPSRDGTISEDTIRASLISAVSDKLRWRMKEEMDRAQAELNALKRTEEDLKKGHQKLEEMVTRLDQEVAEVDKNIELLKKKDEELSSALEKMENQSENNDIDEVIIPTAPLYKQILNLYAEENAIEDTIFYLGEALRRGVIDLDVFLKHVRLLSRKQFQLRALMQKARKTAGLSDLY
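Fluorescence anisotropy tracks displacement of a FITC-tagged PTAP peptide (50 nM) from the Tsg101 binding domain (10 uM), following a 20 min room-temperature incubation at pH 7.5.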
MLL CXXC-DNA inh: qHTS Fluorescence Polarization Assay for Inhibitors of MLL CXXC domain - DNA interaction. Histone-lysine N-methyltransferase 2A (Homo sapiens), Q03164. MLL-CXXC / FITC-HOXA9 DNA fluorescence polarization. Potency, µM (series often up to 115 µM), without a hit: at the highest dose activity change, negative = inhibition, actives largely listed as inhibitors. 290,000 tested, 0.037% active; active = well fitted inhibition curve with a large enough effect in the polarisation, with a control signal flat, not every such curve was filed as active; inconclusive = small, poorly fitted or top-dose-only effect, or effect the other way, or a change in a side signal; inactive = no such curve, though single readings can be large or run the other way; the % refers to the polarisation; also: potency is read from the fitted curve at half-maximal effect
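Fluorescence polarization: 7 uM MLL-CXXC (stock) preincubated 5 min with compounds, then 50 nM fluorescein-HOX-A9 DNA (stock) added; 30 min ambient. Buffer 50 mM Tris-HCl pH 7.5, 50 mM NaCl, 1 mM DTT, 0.05% BSA.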
A-T KAP1 phos: qHTS Assay for Identifying a Potential Treatment of Ataxia-Telangiectasia. […] A-T fibroblasts, KAP-1 phosphorylation AlphaLISA; neocarzinostatin DNA damage 30 min before lysis. Potency, µM (top dose mostly 57.5 µM), without a hit: top-dose activation, hits mostly activators. 320,000 tested, 0.19% active. AID 485349, 2010; also: potency is read from the fitted curve at half-maximal effect; % of control where 0% means no effect; nearly all actives have a fitted effect of over 45% in size
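ATM-like activity read as KAP-1 phosphorylation via AlphaLISA donor/acceptor antibody pairs after lysis and 6 hr at 25C. Cells were ATM-null patient fibroblasts ([…], hTERT), dosed 60 min, then exposed to the DSB inducer NCS for 30 min.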
TCR act: Activators of T cell receptors: qHTS campaign; primary human leukocytes, anti-CD3, IL-2 HTRF, 48 h; Potency, µM (highest dose often 9.22 µM), for inactives: at the highest dose activation of IL-2 secretion, hits mostly activators; 330,000 tested, under 10 active; AID 504894, 2011; also: % of control where 0% means no effect
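HTRF read-out of IL-2 secretion: europium cryptate donor excited at 320nm, d2 acceptor emission at 665nm. Cells were primary human leukocytes incubated 48 hr with compounds and a-CD3 beads, supplying TCR signal only.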
B2AR arrestin: qHTS assay of beta-arrestin-biased ligands of beta2-adrenergic receptor; Beta-2 adrenergic receptor (Homo sapiens), P07550; beta-arrestin recruitment to beta2AR, cell-based reporter; Potency, µM (series often up to 46.1 µM), without a hit: at the top dose activation, hits mostly activators; 330,000 tested, 0.02% active; AID 492947, 2010;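 also: potency is read from the fitted curve at half-maximal effect; 0% = DMSO controls and full agonism = EC100 isoproterenol or metaproterenol; nearly all actives have a fitted effect of over 65% in size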
Target sequence (P07550 whole entry, looked up): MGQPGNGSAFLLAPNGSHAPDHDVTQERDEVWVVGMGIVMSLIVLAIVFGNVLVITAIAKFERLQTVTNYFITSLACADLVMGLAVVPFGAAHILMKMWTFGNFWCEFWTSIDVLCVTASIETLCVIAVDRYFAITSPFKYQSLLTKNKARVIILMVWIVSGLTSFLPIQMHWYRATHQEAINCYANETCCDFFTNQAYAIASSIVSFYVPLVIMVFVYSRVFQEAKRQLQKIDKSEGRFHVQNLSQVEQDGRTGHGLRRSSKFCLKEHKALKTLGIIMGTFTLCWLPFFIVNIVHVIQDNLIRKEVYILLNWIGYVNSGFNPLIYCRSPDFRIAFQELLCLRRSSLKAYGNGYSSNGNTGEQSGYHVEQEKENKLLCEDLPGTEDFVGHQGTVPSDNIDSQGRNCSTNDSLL
* marks the source's active call; other numbers are inactive results; ? = inconclusive; . = not tested or not shown; [ ] = remark or other dose. Unless noted, calls follow the shape of the dose curve; as a rule, active = well fitted curve in the direction sought with a large enough effect; inconclusive = small, poorly fitted or top-dose-only effect, or another doubt; inactive = no such curve, though single readings can be large; an effect the other way counts as inactive or inconclusive.

SMILES	p53 reactivation	TRPV1 ag	ELG1 DNA repair	Integrin act MD	BRCA1 expr act	PTAP TSG101 blk	MLL CXXC-DNA inh	A-T KAP1 phos	TCR act	B2AR arrestin
CCN(C(=O)CN1C(=O)NC(c2ccccc2)(c2ccc(C)c(C)c2)C1=O)C1CCS(=O)(=O)C1 (stereo unspecified)	-9%	-1	?	23%	7%	0%	.	5%	-7%	0.0%
CNc1nc(-c2ccc3c(c2)CCN3C(=O)CC(C)(C)C)c(C)s1	-2%	0	-24%	28%	11µM*	-6%	10%	10%	2%	0.2%
COc1ccccc1OCc1cc(C(=O)NCc2ccc(N3CCCC3=O)cc2)no1	?	23	-5%	26%	38%	-6%	3%	1%	5%	0.4%
Cn1c(C(=O)OC(C(=O)NC2CCCC2)c2ccncc2)cc2sccc21 (stereo unspecified)	-15%	24	?	-43%	-30%	-8%	4%	.	5%	5.0%
CCOc1ccc(N(CC(=O)Nc2ccccc2C(=O)NC(C)CC)S(C)(=O)=O)cc1 (stereo unspecified)	17%	1	-24%	23%	-16%	-12%	-2%	0%	0%[46.1 µM]	-0.1%
O=C(c1cccs1)N1CCN(S(=O)(=O)c2ccc(F)cc2)CC1	4%	2	6%	7%	-14%	-9%	11%	0%	1%	0.5%
Cc1cc(NC(=O)COc2ccccc2)n(-c2ccccc2)n1	2%	2	16µM*	-3%	1%	-3%	0%	?	-5%	0.3%
COc1ccc(S(=O)(=O)N(C)CC(=O)N2CCCCCC2)cc1	3%	5	3%	-27%	15%	3%	-2%	5%	.	-1.0%
CCCCn1c2nc3ccccc3nc2c2c(=O)n(-c3ccccc3)cnc21	7%	8	?	?	-30%	1%	3%	-1%	5%	-1.0%
COc1cc(C(=O)NC(=S)Nc2ccc(N3CCCC3)cc2)cc(OC)c1OC	2%	-1	-9%	-16%	-27%	-1%	0%	-3%	7%[46.1 µM]	-1.0%
COc1cc(C2c3c(-c4ccccc4O)n[nH]c3C(=O)N2Cc2ccco2)cc(OC)c1OC (stereo unspecified)	-6%	1	2%	44%	-4%	-7%	-10%	6%	7%	-1.2%
COC(=O)c1cn(NC(=O)Cc2cccc(C(F)(F)F)c2)c(=O)c2ccccc12	-2%	?	0%	-1%	-7%	1%	6%	1%	.	0.1%
COc1ccc(C)cc1NC(=O)C1CCN(C(=O)c2ccco2)CC1	-6%	-2	-7%	21%	-10%	1%	2%	3%	1%	0.2%
COc1cc(-c2cc(C(=O)N(C)Cc3ccccc3)c3ccccc3n2)cc(OC)c1OC	-3%	29	?	-9%	-40%	-1%	32%	3%	-3%	-0.4%
COc1ccc(C2(O)CC3CCC(C2)N3c2nc(C)cc(C)c2C#N)cc1 (stereo unspecified)	-18%	-7	?	3%	-69%	-3%	23%	27%	-12%	-0.9%

Part of the list above, with values under each structure:
Below each compound – p53 reactivation, TRPV1 ag, ELG1 DNA repair, Integrin act MD, BRCA1 expr act, PTAP TSG101 blk, MLL CXXC-DNA inh, A-T KAP1 phos, TCR act, B2AR arrestin
COc1ccc(C)cc1NC(=O)C1CCN(C(=O)c2ccco2)CC1
 : -6%, -2, -7%, 21%, -10%, 1%, 2%, 3%, 1%, 0.2%
COc1cc(-c2cc(C(=O)N(C)Cc3ccccc3)c3ccccc3n2)cc(OC)c1OC
 : -3%, 29, ?, -9%, -40%, -1%, 32%, 3%, -3%, -0.4%
COc1ccc(C2(O)CC3CCC(C2)N3c2nc(C)cc(C)c2C#N)cc1 (stereo unspecified)
 : -18%, -7, ?, 3%, -69%, -3%, 23%, 27%, -12%, -0.9%

Next compounds.
SMILES	p53 reactivation	TRPV1 ag	ELG1 DNA repair	Integrin act MD	BRCA1 expr act	PTAP TSG101 blk	MLL CXXC-DNA inh	A-T KAP1 phos	TCR act	B2AR arrestin
CCN(CC)C(=O)CSc1nc2ccsc2c(=O)n1CCCC(=O)NCCc1ccc(S(N)(=O)=O)cc1	-2%	-2	1%	37%	-6%	-12%	15%	-2%	-12%	0.3%
COc1ccc(CC(NC(C)=O)C(=O)NC2CCN(C(=O)c3ccc([N+](=O)[O-])cc3)CC2)cc1OC (stereo unspecified)	2%	0	9%	27%	5%	-4%	-24%	-3%	-1%	0.2%
COCCOc1cc(NC(=O)c2cccc(OC)c2)c(Cl)cc1Cl	3%	19	0%	13%	0%	4%	6%	12%	5%	0.0%
CCN1CCc2c(sc(NC(=O)c3ccc(S(=O)(=O)N4CCCC4)cc3)c2C(=O)NC)C1	35µM*	1	6%	-31%	-30%	-7%	31%[activator]	9%	3%	-0.3%
CN(Cc1ccccn1)C(=O)CC1C(=O)NCCN1Cc1cccc(Oc2ccccc2)c1 (stereo unspecified)	-2%	0	4%	-12%	-14%	-3%	-1%	5%[11.5 µM]	5%	0.4%
O=C(CSc1nnnn1Cc1ccccc1)Nc1ccc2c(c1)OCCO2	?	6	?	5%	?	-5%	-7%	-2%	-3%	0.3%
COc1cc(/C=C/C(=O)OCC(=O)Nc2ccc([N+](=O)[O-])cc2)ccc1O	5%	24	-16%	13%	-8%	-3%	-8%	2%	-2%	0.2%
CC1CCN(Cc2ccc(NC(=O)C3CCN(c4nnc(-n5cccc5)s4)CC3)cc2)CC1	-4%	1	-27%	29%	-10%	-1%	33%[activator]	-4%	1%	-0.4%
O=C(NCC1COc2ccccc2O1)c1ccc(Cl)c(S(=O)(=O)N2CCCC2)c1 (stereo unspecified)	2%	15	?	17%	-27%	-5%	.	4%	1%	0.1%
CCCCCn1c(Sc2ccccc2)nc2c1c(=O)[nH]c(=O)n2C	-1%	?	2%	10%	-6%	-10%	1%	-3%	-1%	-0.3%
Cc1ccccc1C(=O)NNC(=O)CCc1ccccc1	5%	0	20%	1%	0%	-1%	-8%	1%	-1%	-0.1%
N#Cc1cc2c(nc1SCC(O)CS(=O)(=O)Cc1ccccc1)CCCC2 (stereo unspecified)	-1%	4	-20%	0%	-7%	2%	14%	-4%	0%	-1.6%
Cc1c(N2CCCC2)cc2c(c1NC(=O)c1ccccc1Cl)C(C)(C)CC2(C)C	-2%	20	-9%	22%	-4%	-6%	4%	2%	-1%	-0.5%
Cc1cc(Cl)ccc1OCC(=O)OCC(=O)Nc1ccc(F)c([N+](=O)[O-])c1	11%	7	1%	-5%	3%	-2%	-2%	10%	0%[46.1 µM]	-0.3%
COC(=O)CSC1=C(C#N)C(=O)NC2(CCCCC2)S1	-9%	-2	?	-46%[inhibitor]	-12%	-5%	6%	-4%	-3%[46.1 µM]	-0.1%
CCS(=O)(=O)N1CCN(C(=O)c2ccco2)CC1	-4%	-2	6%	8%	6%	0%	3%	2%	2%	0.1%
COc1cccc(NC(=O)Cn2c(=O)n(-c3cc(OC)c(OC)c(OC)c3)c(=O)c3ccccc32)c1	-1%	2	?	1%	-7%	2%	6%	2%	3%	-0.9%
CS(=O)(=O)N1N=C(c2ccco2)CC1c1ccc(Cl)cc1 (stereo unspecified)	?	0	?	9%	40%	0%	13%	4%	-4%[46.1 µM]	0.1%
Cc1cccn2c(=O)c3cc(C(=O)NCCCN4CCOCC4)n(C)c3nc12	-6%	-1	-9%	.	.	.	6%	4%	.	0.1%
O=C(CCc1ccccc1)NCCS(=O)(=O)N1CCN(c2ccccc2)CC1	5%	3	5%	-16%	-4%	-6%	.	8%	2%	-0.3%
FC(F)(F)c1cccc(NC(=S)NC2CCCC2)c1	2%	?	-14%	-29%	-32%	-4%	4%	0%	4%[46.1 µM]	-0.3%
Cc1cccc(N2CCN(C(=O)C3CCC(=O)N(Cc4ccccc4F)C3)CC2)c1C (stereo unspecified)	-7%	17	1%	-25%	-28%	3%	8%	7%	-4%	-0.3%
COC(=O)c1cnc(Nc2cccc(C(F)(F)F)c2)c([N+](=O)[O-])c1	2%	?	-4%	-8%	-3%	-1%	-12%	-2%	10%	0.3%
COc1cc(NC(=O)N[C@@H](Cc2ccccc2)C(=O)O)cc(OC)c1	4%	-5	0%	?	-26%	0%	0%	7%	-4%[46.1 µM]	-2.5%
CCOC(=O)C1C(=O)OC(C)(C)C1C(C)C(=O)c1ccccc1 (stereo unspecified)	-1%	1	0%	-15%	1%	-9%	8%	5%	-30%	-0.2%
C[C@H](CO)N1C[C@H](C)[C@@H](CN(C)S(=O)(=O)c2cccs2)Oc2c(NC(=O)C3CC3)cccc2C1=O	0%	.	10%	-13%	3%	-1%	.	2%	11%	-0.8%

High-throughput results (PubChem)
